UBC9 SUMO inh – inhibitors of in vitro SUMOylation cascade, primary screen, biochemical, HTRF, uHTS; SUMO-conjugating enzyme UBC9 (Homo sapiens), P63279; HTRF SUMOylation assay, SAE1/SAE2 + UBC9; inhibition, % at 35 µM; 290,000 compounds, 0.36% hits; in the data active = inhibition above about 50%, passing the limit was not always enough; note: strong numbers were not always called active
Target sequence (P63279 whole entry, looked up): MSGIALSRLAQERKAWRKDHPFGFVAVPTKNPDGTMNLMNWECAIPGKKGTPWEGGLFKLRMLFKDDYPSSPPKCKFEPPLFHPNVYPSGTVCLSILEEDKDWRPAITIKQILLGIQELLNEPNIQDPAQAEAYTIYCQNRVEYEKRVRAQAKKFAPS
IDE cell activ – human IDE activators in live cells, primary screen, fluorescence polarization, HEK cells, FAbeta-B substrate. Insulin-degrading enzyme (Homo sapiens), P14735. FAbeta-B cleavage; 0% vehicle, 100% cell-free pure enzyme wells. activation, % at 5.96 µM. 340,000 compounds, 0.073% hits;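 active = activation above the mean of all tested compounds plus 3 SD, set per screening campaign, cut at about 17% in these data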
pCIP destab – p/CIP-EGFP fusion destabilizers, primary screen, fluorescence, F442A cells; 290,000 compounds, 0.01% hits; AID 1984, 2009; 16 h; decrease of EGFP signal, % at 10 µM; Q05BA5;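 active = EGFP signal decrease of at least 30% at 10 µM or well 3 SD below plate mean, unless failing retest; inactive = the rest, including hits failing retest or dose response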; note: some compounds called inactive have numbers as strong as hits; many of its hits are not listed in these tables
IMP-1 inh – IMP-1 metallo-beta-lactamase inhibitors, primary screen, biochemical, epi-absorbance readout, Pseudomonas aeruginosa enzyme | metallo-beta-lactamase IMP-1 (Pseudomonas aeruginosa) | purified IMP-1, nitrocefin hydrolysis, epi-absorbance fluorescence | inhibition, % at 5.6 µM | 290,000 compounds, 0.45% hits;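 active = inhibition above the mean plus 3 SD of all compounds in the same screening run, cut at about 4.5% in these data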;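 note: 0% = IMP-1 with DMSO and 100% = DMSO wells lacking enzyme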
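system = purified recombinant IMP-1 beta-lactamase | amount = 0.2 nM IMP-1, as dispensed | medium = HEPES buffer pH 7.1 with ZnSO4 and Brij 35 | times = 25 °C, 15 min preincubation, 25 min reaction | detection = plate fluorescence quenching by hydrolysis product, ex 480/em 530 nm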
FID counter – compounds displacing fluorescent DNA intercalator, primary screen, artefact control for HCV NS3 helicase inhibitor project, biochemical, FID fluorescence. DNA fluorescent intercalator displacement. inhibition, % at 7.9 µM. 290,000 compounds, 0.17% hits. AID 1845, 2009; in the data active = inhibition above about 37%;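 note: 0% = vehicle and 100% = reference compound; higher means more ethidium bromide displaced from hairpin DNA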
NS3 helicase inh – inhibitors of HCV NS3 helicase, primary screen, biochemical, Cy5 molecular beacon fluorescence | NS3 helicase DNA unwinding | inhibition, % at 10.9 µM | 290,000 compounds, 0.56% hits | AID 1800, 2009;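 active = inhibition above the mean of all tested compounds plus 3 SD, set per campaign, cut at about 35% in these data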;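 note: 0% = DMSO wells and 100% = thioflavine S control wells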
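Compound dosing – single dose, 10.9 µM nominal final, DMSO 0.8% final · System – NS3 helicase fragment of HCV · Buffer or medium – MOPS pH 6.5, MgCl2, DTT, Tween20, BSA · Signal – Cy5 beacon fluorescence read at start and 1 h · Also added – annealed dual-labelled DNA beacon duplex, ATP-started · Schedule – 1 h at 25 °C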
MEKK3 PB1 HTS – modulators of MEKK3-MEK5 PB1 binding, primary screen, biochemical, wildtype MEKK3, multiplex bead flow cytometry, Alexa488-MEK5; bead-based flow cytometry, Alexa488-MEK5 binding to MEKK3; actives lie on both sides; 0 = blocked by unlabeled MEK5, 100 = vehicle; 290,000 compounds, 1.4% hits; binding response (% of control), % at 10 µM;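 active = binding response more than 3 SD above or below the average of its plate-row segment, actives on both sides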;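 note: Alexa488 bead fluorescence after subtracting the streptavidin-only scavenger bead signal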
Target sequence (Q99759 whole entry, looked up): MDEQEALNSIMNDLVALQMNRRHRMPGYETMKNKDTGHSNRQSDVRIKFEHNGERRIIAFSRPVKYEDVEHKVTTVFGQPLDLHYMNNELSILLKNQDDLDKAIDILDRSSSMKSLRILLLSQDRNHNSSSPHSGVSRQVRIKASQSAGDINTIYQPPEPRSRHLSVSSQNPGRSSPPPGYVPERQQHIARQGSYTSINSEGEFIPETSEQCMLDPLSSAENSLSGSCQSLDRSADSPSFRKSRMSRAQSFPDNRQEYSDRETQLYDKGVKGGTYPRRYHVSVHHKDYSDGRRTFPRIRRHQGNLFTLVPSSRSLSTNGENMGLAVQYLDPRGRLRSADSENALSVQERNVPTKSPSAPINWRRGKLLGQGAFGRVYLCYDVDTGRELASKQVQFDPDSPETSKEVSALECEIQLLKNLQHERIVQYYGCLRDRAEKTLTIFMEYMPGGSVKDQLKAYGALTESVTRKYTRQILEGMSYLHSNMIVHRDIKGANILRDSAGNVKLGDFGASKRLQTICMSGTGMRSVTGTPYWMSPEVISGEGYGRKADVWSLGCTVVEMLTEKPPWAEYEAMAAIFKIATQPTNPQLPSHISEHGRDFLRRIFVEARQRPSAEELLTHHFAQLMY
VIM-2 inh – VIM-2 metallo-beta-lactamase inhibitors, primary screen, biochemical, epi-absorbance readout, Pseudomonas aeruginosa enzyme. purified VIM-2, nitrocefin hydrolysis, epi-absorbance fluorescence. inhibition, % at 5.6 µM. 290,000 compounds, 0.89% hits. AID 1527, 2009;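 active = inhibition above the mean of all tested compounds plus 3 SD, cutoff set per screening run, cut at about 7.5% in these data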;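 note: red hydrolysis product quenches plate fluorescence so inhibitors raise well fluorescence; 0% = enzyme with DMSO and 100% = DMSO without enzyme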
PHOSPHO1 inh – PubChem AID 1565. inhibition, % at 13.3 µM. Phosphoethanolamine/phosphocholine phosphatase (Homo sapiens), Q8TCT1. recombinant PHOSPHO1, absorbance phosphatase assay. 290,000 compounds, 1.1% hits; in the data active = inhibition above about 60%
Target sequence (Q8TCT1 whole entry, looked up): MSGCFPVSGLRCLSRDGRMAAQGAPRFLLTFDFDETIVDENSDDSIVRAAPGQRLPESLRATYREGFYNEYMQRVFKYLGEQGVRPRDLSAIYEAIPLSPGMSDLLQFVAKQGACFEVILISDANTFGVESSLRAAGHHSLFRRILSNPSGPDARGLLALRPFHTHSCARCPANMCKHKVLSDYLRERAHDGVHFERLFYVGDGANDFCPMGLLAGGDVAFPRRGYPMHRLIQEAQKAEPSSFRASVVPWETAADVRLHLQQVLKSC
Numbers without * were called inactive; nt = not tested or not shown; & = joins results of further samples.

molecule	PHOSPHO1 inh	pCIP destab	IDE cell activ	IMP-1 inh	FID counter	MEKK3 PB1 HTS	UBC9 SUMO inh	NS3 helicase inh	VIM-2 inh
Cc1[nH]c2ccc(C(=O)NCCCN3CCCCC3)cc2c1C	10.0	-3.3	-2.1	-2.5	2.5	100.0	3.4	-4.5	-0.4
O/N=C/c1cc(Br)cs1	56.3	-13.8	5.4	-3.1	0.3	102.0	8.3	0.1	-2.6
COc1ccc(S(=O)(=O)N(C)C)cc1NC(=O)CCNC(=O)c1ccccc1OC	15.6	-14.4	2.1	-4.1	-23.8	97.0	19.6	15.9	-3.9
COc1ccc(CC(=O)Nc2cccc(-c3nnc(-c4ccco4)o3)c2)cc1	48.1	-9.5	0.5	-2.6	-0.3	nt	3.5	-5.2	-3.9
COc1ccc(OCC(=O)c2c[nH]c3ccccc23)cc1	-6.7	-4.4	-3.1	-2.3	-14.1	101.0	1.9	3.5	-2.8
COC(=O)c1ccccc1NC(=O)NC1CCCC1	5.1	-3.8	1.4	-0.9	-4.2	82.0	17.9	-11.4	0.7
CCn1c(SCC(=O)OC)nnc1-c1ccncc1	3.4	-2.4	-3.4	-2.2	-5.5	95.0	6.5	-0.5	-1.7
FC(F)(F)c1cc(-c2ccccc2)nc(NCC2CCCO2)n1 (stereo unspecified)	1.5	-13.0	-0.4	-5.5	-6.5	95.0	5.5	8.4	-2.7
CC(=O)Nc1ccc(NC(=O)c2c(-c3ccccc3Cl)noc2C)cc1	-4.3	1.0	4.4	-1.7	-2.2	100.0	1.9	-0.7	-0.8
CCN(c1cc(C)cc(C)c1)S(=O)(=O)c1nnc(NC(=O)C(C)(C)C)s1	35.1	-2.3	-0.2	-1.7	-27.4	103.0	2.4	-1.8	0.0
COc1ccccc1Nc1nc(-c2ccc([N+](=O)[O-])cc2)nc2ccccc12	nt	nt	6.5	-2.1	1.4	108.0	nt	7.7	-1.8
Cc1nn(-c2ccccc2)c2c1C(=O)NC(=O)C(C)(C)C2	35.4	4.1	2.3	-0.6	-4.9	94.0	11.3	5.0	-2.0
NC(=S)c1cc2ccc(O)cc2oc1=O	44.0	-8.0	-5.4	4.5*	2.8	nt	18.0	-2.6	7.7
O=[N+]([O-])c1cccc(C=Nc2cc3c(cc2Br)OCCO3)c1	-9.0	0.2	3.4	-0.3	-2.1	125.0	-11.4	8.5	-4.0
CCOC(=O)N1CCN(c2cc(N3CCN(CC)CC3)c(F)cc2[N+](=O)[O-])CC1C (stereo unspecified)	16.9	-14.1	3.8	-2.2	11.0	102.0	-2.9	-30.2	-1.6
Cc1cccc(-n2ncc3c2CCCC3NC(=O)Cc2c(C)noc2C)c1C (stereo unspecified)	43.1	-6.3	-1.9	-2.2	-30.1	94.0	5.2	4.2	-0.4
CCn1c(=O)cc(SCC(=O)Nc2cccnc2)c2ccccc21	9.7	-3.7	-3.5	-2.6	-16.9	101.0	-2.4	-1.6	0.1
COc1nc(N2CCCC2)nc(-n2nnc(C(C)=O)c2C)n1	-5.1	7.2	5.2	-2.6	-11.1	97.0	-2.8	9.2	2.6
OC1CCN(c2c3c(nc4cc(-c5cccc(F)c5)nn24)CCCC3)CC1	-36.8	-2.3	-1.9	-0.4	-9.1	95.0	-6.3	-19.3	0.4
O=C(Cc1ccccc1)NCCC1=CCCCC1	2.3	-3.0	4.8	-0.8	-0.1	100.0	0.7	-0.5	-1.1
Cc1cc(NC(=O)CSc2nnnn2-c2ccc(C)c(C)c2)no1	7.6	7.5	nt	-2.6	-10.9	98.0	1.9	-1.0	-3.6
O=C(CCCCCNC(=O)N1CCn2c1nc1ccccc12)N[C@@H](C(=O)O)c1ccccc1	23.4	3.1	4.4	-4.9	-36.4	100.0	-0.3	27.2	-3.1
COc1ccc(Nc2nc(-c3ccccc3)c3ccccc3n2)cc1	-0.8	4.9	-0.9	-4.0	-6.7	109.0	-5.4	9.3	-5.1
Cc1ccc(-n2nc3cc(C)c(NC(=O)c4cccnc4)cc3n2)cc1	15.0	1.9	2.1	-0.3	0.8	108.0	-32.8	10.1	0.8
CC(=O)c1cc(C#N)c(SCC(=O)OC(C)(C)C)nc1C	18.1	-14.0	1.8	-0.7	-5.5	105.0	11.7	-7.5	-0.7
O=C(COc1ccc(/C=N/NC(=O)c2ccccc2O)cc1)Nc1ccc([N+](=O)[O-])cc1	-9.3	-4.8	1.2	-3.3	-0.4	108.0	30.7	8.7	-3.6
CCOC(=O)c1c(S(=O)(=O)N2CCCC2)c(C)n(C)c1C	37.5	8.6	2.8	-4.2	-6.2	97.0	0.7	0.8	-4.2
CC(C)(C)c1ccc(C(CC(=O)O)NC(=O)CSc2ccccc2)cc1 (stereo unspecified)	-6.8	8.5	nt	-1.6	-44.5	101.0	4.1	25.5	0.4
CC(=O)N1CCN(c2ccc(NC(=O)c3cccc(Cl)c3)cc2)CC1	9.7	2.3	0.6	-6.7	-20.2	99.0	-7.4	0.5	-2.5
C#CCOc1c(Cl)cc(C2C3=C(CCCC3=O)N(CC(=O)O)C3=C2C(=O)CCC3)cc1OC	23.5	-9.0	-1.1	-1.9	-25.3	108.0	20.4	8.2	-1.6
O=C(COC(=O)c1nsc(Cl)c1Cl)NC1CCCC1	-18.2	-5.3	-1.9	-3.1	-8.1	103.0	5.5	-3.5	-1.9
CCOC(=O)C(C)(C)N(Cc1ccccc1C)S(=O)(=O)c1ccc(Cl)c([N+](=O)[O-])c1	-5.0	1.3	4.4	-1.9	2.0	98.0	9.1	-7.4	-3.1

Continued (2 carried over from the part before).
molecule	PHOSPHO1 inh	pCIP destab	IDE cell activ	IMP-1 inh	FID counter	MEKK3 PB1 HTS	UBC9 SUMO inh	NS3 helicase inh	VIM-2 inh
O=C(COC(=O)c1nsc(Cl)c1Cl)NC1CCCC1	-18.2	-5.3	-1.9	-3.1	-8.1	103.0	5.5	-3.5	-1.9
CCOC(=O)C(C)(C)N(Cc1ccccc1C)S(=O)(=O)c1ccc(Cl)c([N+](=O)[O-])c1	-5.0	1.3	4.4	-1.9	2.0	98.0	9.1	-7.4	-3.1
O=C(c1cccc(OC(F)F)c1)N1CCN(c2ncccn2)CC1	-8.1	-2.6	3.0	-2.7	-3.7	99.0	14.0	-0.9	-1.2
CN(C)CC#Cc1cncc(C(=O)NNC(=O)Nc2ccc(Cl)cc2)c1	42.1	3.2	3.3	0.3	8.6	76.0	13.2	6.5	-0.1
Cc1csc(=Nc2ccc(S(=O)(=O)N3CCOCC3)cc2)n1Cc1ccco1	31.0	-15.5	-0.2&0.4	-1.4	-17.5	97.0	2.4	3.4	-1.8
COc1cc(O)c(CCO)c2c1C(=O)C[C@@H](C)O2	3.8	-3.3	8.3	-1.8	-4.8	87.0	3.9	-9.4	-1.7
C/C(=N\Nc1nc(N2CCCCC2)nc(N2CCOCC2)n1)c1cccs1	13.3	-13.2	7.4	-4.3	-16.9	106.0	12.8	-10.4	-2.3
COc1ccc(N2CCN(C(=O)Cn3cnc4c(cnn4-c4ccc(C)cc4)c3=O)CC2)cc1	28.0	14.9	-0.9	-3.4	-7.5	129.0*	2.3	4.8	-3.4
Cc1ccccc1NC(=O)CSc1nnc(NC(=O)C2CC2)s1	0.0	-10.1	0.6	-2.1	-3.1	105.0	4.3	7.8	-2.9
CCc1cccc2c(C(=O)C(F)(F)F)cn(CC(=O)NCC3CCCO3)c12 (stereo unspecified)	10.2	-7.4	1.4	0.6	-10.8	105.0	8.0	-3.0	-1.1
COc1cc(C)nc(NS(=O)(=O)c2ccccc2)n1	-12.9	-2.4	-0.6	-4.1	-5.1	105.0	-1.1	-2.5	-3.0
COCCCNC(=O)C1CCCN(C(=O)Nc2ccc(OC)cc2)C1 (stereo unspecified)	26.8	-9.5	0.9	-2.6	-3.5	93.0	-8.1	-7.7	-1.7
CCCCn1c(=O)[nH]c(=O)c2c1nc(-c1ccc(OCC)cc1)n2CC	7.0	0.9	-0.1	-1.5	-17.7	103.0	9.6	-9.0	0.1
C=CCSc1nnc(Cc2c(C)[nH]c3ccccc23)o1	-14.7	10.6	-0.2	-1.6	-3.5	100.0	-22.5	16.5	-4.3
CC(C)C(C(=O)Nc1cccnc1)N1C(=O)c2ccccc2C1=O (stereo unspecified)	12.4	-11.5	2.4	-5.8	1.5	99.0	7.3	8.2	0.0
COc1ccc(C(=O)Nc2nc3ccc(OC)cc3s2)cc1	19.1	1.8	-6.8	-2.6	-10.9	96.0	7.1	-8.6	-1.3
N/C(=N\OCc1ccc([N+](=O)[O-])cc1)c1ccccn1	12.2	10.0	nt	-4.8	2.2	107.0	0.5	-5.2	-2.3
CC1CCC2C(=O)N(c3cc(Cl)ccc3OC(=O)c3ccco3)C(=O)C2C1 (stereo unspecified)	-22.3	-10.3	-4.2	-2.4	-21.0	103.0	2.2	6.8	-2.5
CCOC(=O)c1c(NC(=O)C(Sc2ccccc2)c2ccccc2)sc(C(N)=O)c1C (stereo unspecified)	24.4	-5.3	-1.1	-1.3	-2.9	99.0	8.2	-0.6	-1.8
Brc1ccc(-c2ccc(CNCc3ccccn3)o2)cc1	nt	-2.3	1.6	-0.4	9.9	107.0	-8.0	-31.5	38.8*
Brc1ccc(-c2csc(N3CCCCCC3)n2)cc1	44.1	6.4	0.1	0.0	-4.8	106.0	1.0	3.9	-1.6
O=[N+]([O-])c1ccc(/C=N/NC(=S)Nc2ccccc2F)o1	-3.4	-5.5	7.3	-3.2	0.1	98.0	-7.8	9.7	-5.8
CCOCCCNC(=O)CN1N=C(c2ccc(C)cc2)CCC1=O	6.2	4.1	4.6	-1.9	-16.9	101.0	-16.4	0.6	0.6
CC1CCC(NC(=O)CN(C)S(=O)(=O)c2cnc[nH]2)CC1 (stereo unspecified)	-21.8	1.5	-0.3	-2.0	0.6	103.0	15.6	0.1	-2.7
NC(=O)CSc1nnc(CSc2ncccn2)n1-c1ccccc1	-35.2	-3.2	-3.5	0.9	-0.6	93.0	3.2	-13.1	-0.4
COc1cccc(NC(=O)Cc2nnc(SCC(=O)NC3CCCCC3)n2C)c1	30.4	-11.1	5.7	2.0	-29.0	102.0	0.0	-5.1	1.8

High-throughput results (PubChem BioAssay)

Not all compounds are listed. The share of hits here may be higher or lower than overall.
